Screens from PubChem.
Pf growth 48h: inhibits P. falciparum growth in the first generation, 48 h. P. falciparum luciferase growth in erythrocytes, 48 h. Potency, µM (series often up to 28.7 µM), inactives show at the top dose activity change, negative = inhibition, usual class: inhibitors. hit rate 5.9% among 310,000. AID 504832
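Luciferase-expressing P. falciparum in infected erythrocytes (2% hematocrit, 0.1% parasitemia final) in RPMI 1640/0.5% Albumax were exposed to compound for 48 hours at 37 C, 5% CO2; growth read as luminescence.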
Tb PYK inh: T. brucei pyruvate kinase inhibition; Q57TT1; TbPYK enzyme, Kinase-Glo Plus ATP luminescence, 45 min; Potency, µM (doses to about 76.8 µM), without a hit: at the highest dose activity, negative = inhibition, most hits filed as inhibitors; hit rate 0.12% among 410,000; AID 624173; also: nearly all actives have a fitted effect of over 50% in size
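ADP (130 uM final) triggers the TbPYK reaction after compound addition; incubation is 45 min at room temperature. Kinase-Glo Plus is then added and luminescence imaged. Normalized data are fitted to concentration-effect curves.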
HCV inhibitor: blocks hepatitis C virus; Potency, µM (highest dose often 41.8 µM), without a hit: at the highest dose activity change, negative = inhibition, usual class: inhibitors; Huh7.5.1 HCVcc-Cre infection, luciferase reporter, 44 h; hit rate 3.4% among 340,000
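HCVcc-Cre virus at an moi near 0.5 was added right after compound to cells cultured 4 h from seeding (1,000 cells/well). Luciferase activity was determined 44 h later, 15 min after substrate addition at RT.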
LmPK inhibitor: blocks Leishmania mexicana pyruvate kinase activity; purified LmPK, Kinase-Glo ATP luminescence, 1 h; Potency, µM (titrated, usually from 57.5 µM), inactives show at the highest dose activity change, negative = inhibition, usual class: inhibitors; hit rate 0.37% among 290,000; AID 1721
Target sequence (Q27686 whole entry, looked up): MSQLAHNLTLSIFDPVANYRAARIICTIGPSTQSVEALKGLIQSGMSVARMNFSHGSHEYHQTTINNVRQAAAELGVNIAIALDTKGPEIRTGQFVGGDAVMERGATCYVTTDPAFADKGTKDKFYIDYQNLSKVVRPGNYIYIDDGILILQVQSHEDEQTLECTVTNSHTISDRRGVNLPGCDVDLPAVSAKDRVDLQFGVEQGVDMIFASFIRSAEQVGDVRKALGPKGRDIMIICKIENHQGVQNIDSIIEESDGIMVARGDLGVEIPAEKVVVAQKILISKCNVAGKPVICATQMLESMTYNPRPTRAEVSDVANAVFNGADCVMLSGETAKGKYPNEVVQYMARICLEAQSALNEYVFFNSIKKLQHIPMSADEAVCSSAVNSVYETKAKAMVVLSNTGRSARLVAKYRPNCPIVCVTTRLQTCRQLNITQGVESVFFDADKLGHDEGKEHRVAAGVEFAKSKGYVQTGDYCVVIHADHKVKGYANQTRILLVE
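Pyruvate kinase activity monitored as ATP production (luciferase luminescence). Conditions: 0.1 nM enzyme, 0.5 mM PEP, 0.1 mM ADP, 1 h, RT; normalized against uninhibited and no-enzyme wells.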
Pf growth 96h: P. falciparum growth inhibition at 96 hour, primary screen for plastid delayed-death inhibitors; P. falciparum luciferase reporter growth, 96 h; Potency, µM (top dose mostly 28.7 µM), for the others: top-dose activity change, negative = inhibition, actives largely listed as inhibitors; hit rate 6.9% among 320,000
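Two parasite generations (96 h, 37 C, 5% CO2) of compound exposure in infected erythrocytes (0.05% parasitemia, 2% hematocrit). Luciferase-reporter P. falciparum; decreased luminescence indicates inhibited growth, aimed at apicoplast-acting delayed death.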
Sm TGR inh: S. mansoni TGR enzyme inhibition | purified TGR, DTNB reduction, TNB absorbance 405 nm | Potency, µM (top dose mostly 114 µM), inactives show at the top dose activity change, negative = inhibition, usual class: inhibitors | hit rate 3% among 360,000 | AID 485364; also: nearly all actives have a fitted effect of over 60% in size
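First, TGR (20 nM dispensed) and NADPH were mixed with compound. Second, a 15 min room-temperature incubation followed. Third, further NADPH and then DTNB were added to start the reaction. Finally, TNB absorbance was monitored kinetically.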
An asterisk follows results filed as active; i = inactive; ? = inconclusive; / = not tested or not shown; [ ] = dose if it differs, or a comment. Calls follow the shape of the dose curve; as a rule, active = well fitted curve in the direction sought with a large enough effect; inconclusive = small, poorly fitted or top-dose-only effect, or another doubt; inactive = no such curve, though single readings can be large; an effect the other way counts as inactive or inconclusive. % is scaled to controls: 0 for no effect and ±100 for the full control effect; potency is read from the fitted curve at half-maximal effect. Rows were taken by chance, and some 16% of all compounds hit somewhere here.

SMILES,Pf growth 48h,Tb PYK inh,HCV inhibitor,LmPK inhibitor,Pf growth 96h,Sm TGR inh
Cc1ccc2[nH]c(=O)c(CN(Cc3cccs3)C(=S)NCc3ccco3)cc2c1,?,1%,?,4%,30%,-17%
CN(C)/C=N/c1[nH]ncc1C#N,i,-3%,3%,1%,-5%,1%
O=C(COC(=O)c1ccccn1)Nc1ncc(C(F)(F)F)cc1Cl,-4%,-12%,3%,1%,66%[activator],-2%
COc1cc(CNCc2cccs2)ccc1OCC(=O)NC(C)(C)C,35%,-6%,?,-3%,45%[activator],-16%
[O-][n+]1c2c(nn1-c1ccccc1Cl)-c1nonc1CC2,22%,-5%,15%,0%,-17%,3%
Cn1cccc1C(=O)NCC1COc2ccccc2O1 (stereo not given),111%[activator],0%,7%,/,191%[activator],-12%
CC(C)(CC(=O)O)CC(=O)N1CCN(c2nc3cc(Cl)ccc3s2)CC1,9%,0%,18%,3%,55%[activator],4%
CC(/C=N/n1c(-c2cccnc2)n[nH]c1=S)=C\c1ccccc1,37%[activator],?,26%,-12%,48%[activator],17%
Oc1c(N=NC(=S)Nc2ccccc2F)c2ccccc2n1Cc1ccccc1,?,-22%,?,9%,7%,-3%
CCOc1ncccc1C(=O)NCC(c1ccccc1)N(C)C (stereo not given),21%,-4%,2%,-6%,-14%,38%[activator]
CC(C)NCCCCOc1ccccc1-c1ccccc1,?,/,?,-3%,134%[activator],-2%
O=C(O)C1CCCN1S(=O)(=O)c1ccc2[nH]c(=O)c(=O)[nH]c2c1 (stereo not given),7%,0%,-6%,2%,/,-6%
O=S(=O)(NCc1ccc2c(c1)OCO2)c1ccc(Cl)s1,28%,-1%,-4%,0%,2%,-26%
N#C/C(=C\c1ccc(N2CCOCC2)o1)C(=O)NCC1CCCO1 (stereo not given),?,0%,0%,6%,-18%,3%
CCSc1nnc(NC(=O)c2nc(S(=O)(=O)Cc3ccc(F)cc3)ncc2Cl)s1,18%,1%,?,-10%,-25%,35µM*
Cc1cc(C)n(-c2ccc(S(N)(=O)=O)cc2[N+](=O)[O-])n1,-9%,-8%,19%,3%,10%,-10%
CCCCCCCC1(C)NC(=O)N(CC(=O)Nc2cc(C)on2)C1=O (stereo not given),-4%,-7%,12%,10%[11.5 µM],-13%,16%
CCCCn1c(O)c(C(C)=NCCCN(C)C)c(=O)[nH]c1=O,28%,1%,-1%,6%,354%[activator],?
Cc1nnc(SCC(=O)N2CCc3ccccc3C2)n1-c1ccccc1,-15%,0%,-5%,-5%,10%,2%
CCOC(=O)CSc1nnc(-c2ccco2)n1-c1ccccc1,0%,-12%,6%,3%,43%[activator],22µM*
CCOC(=O)c1ccc(NC(=O)CSc2nc3c(c(=O)n2C)SC(C)C3)cc1 (stereo not given),/,-5%,?,8%,?,-7%
Cc1onc(-c2ccccc2)c1C(=O)c1c[nH]c(C(=O)NCc2ccncc2)c1,363%[activator],6%,?,-4%,37%[activator],-7%
Cc1nnc(-c2cnn(C)c2N)n1Cc1ccc(Cl)cc1,/,-1%,4%,0%,42%[activator],73%[activator]
CN1CCS/C1=C\C=C1/SC(=S)N(CC(=O)O)C1=O,22%,-9%,-10%,-3%,-6%,-13%

Pulled one by one from the list above (2):
SMILES,Pf growth 48h,Tb PYK inh,HCV inhibitor,LmPK inhibitor,Pf growth 96h,Sm TGR inh
Cc1nnc(-c2cnn(C)c2N)n1Cc1ccc(Cl)cc1,/,-1%,4%,0%,42%[activator],73%[activator]
Cc1cc(C)n(-c2ccc(S(N)(=O)=O)cc2[N+](=O)[O-])n1,-9%,-8%,19%,3%,10%,-10%

(more compounds)
| Molecule | Pf growth 48h | Tb PYK inh | HCV inhibitor | LmPK inhibitor | Pf growth 96h | Sm TGR inh |
| --- | --- | --- | --- | --- | --- | --- |
| CCN(Cc1nc2ccccc2c(=O)[nH]1)Cc1cc(=O)oc2cc(OC)ccc12 | ? | -1% | -15% | -1% | / | -15% |
| O=C1O/C(=C\c2ccccc2)c2ccccc21 | 21% | 2% | 12% | -11% | ? | 5% |
| CCN(CC)CCCNC(=O)c1cc2c(=O)n(CC)c3ccccc3c2s1 | -1%[0.00184 µM] | 1% | ? | -1% | 11% | -17% |
| O=C(NCc1cccs1)C(=O)NCC(c1ccco1)N1CCN(c2ccc(F)cc2)CC1 (stereo not given) | ? | 2% | 22µM* | 9% | ? | 1% |
| COc1ccc(-c2nc(CS(=O)(=O)CC(=O)NCc3ccccc3OC)c(C)o2)cc1 | 25% | 3% | 0% | 4% | -27% | ? |
| Cc1cccc(C)c1NC(=O)CN(C)C(=O)c1cc([N+](=O)[O-])ccc1N1CCOCC1 | 10% | 0% | 4% | 0% | ? | 0% |
| COc1ccccc1NC(=O)N(CCCN1CCOCC1)Cc1cc2cc3c(cc2[nH]c1=O)OCO3 | -14% | -12% | 7% | -4% | 8.3µM* | 4% |
| COc1cccc(OCc2nc3ccccc3[nH]2)c1 | / | -2% | -5% | -12% | ? | -10% |
| O=C(CCCN1C(=O)c2ccccc2C1=O)Nc1ccc(S(=O)(=O)N2CCCCC2)cc1 | 4% | 7% | 14% | 14% | / | 1% |
| O=C(N/N=C/c1ccccc1O)c1cc[n+]([O-])cc1 | -14% | 3% | 5% | 0% | 5% | -28% |
| O=C(NCc1cccs1)c1csc2ccccc12 | 63%[activator] | 5% | -25% | 3% | 50%[activator] | -2% |
| O=C1CC(=O)CC(c2ccco2)C1 | 4% | -7% | 5% | -4% | 39%[activator] | 0% |
| CC(=O)c1cccc(CN2CCN(CC(C)C)C(CCO)C2)c1 (stereo not given) | -17% | 5% | 8% | 9% | -7% | 3% |
| O=C(c1cc([N+](=O)[O-])ccc1N1CCOCC1)N1CCCCC1 | 10% | -13% | 7% | 0% | 11% | -8% |
| CC(=O)N1CCN(CCN=CC2=C(O)CC(c3cccs3)CC2=O)CC1 (stereo not given) | 6% | -7% | 3% | -1% | 5% | 45µM* |
| O=C(COC(=O)Cn1cnc2ccccc21)NCCCc1ccccc1 | 12% | -4% | 20% | 0% | 49%[activator] | 9% |
| CN(CCCN1CCOCC1)C(=O)c1cc(COc2cccc(C(F)(F)F)c2)on1 | 15% | -9% | -9% | 7% | -11% | -8% |
| Cc1cc(C)n(CC(=O)NCCC2=CCCCC2)n1 | 16% | -6% | 6% | 5% | ? | 11% |
| COc1ccc(-c2ccc(S(=O)(=O)N3CCCC3)cc2)cc1 | -19% | 1% | ? | -1% | -5% | -16% |
| O=C(Nc1ccccc1-c1ccccc1NC(=O)c1ccco1)c1ccco1 | 10µM* | 1% | -19% | 0% | ? | ? |
| Cc1[nH]c2ccccc2c1/C=C(\C#N)C(=O)NCC1CCCO1 (stereo not given) | -10% | 1% | ? | 7% | 22% | -1% |
| O=C(CSc1nnc(-c2ccccc2)o1)NC1CC1 | 56%[activator] | -3% | 3% | / | 38%[activator] | -3% |
| COc1ccccc1N(CC(=O)NCc1ccc(F)cc1)C(=O)CCC(=O)Nc1ccccn1 | -19% | -2% | 5% | -1% | 52%[activator] | 0% |
| CC(Oc1cc(Cl)ccc1Cl)C(=O)N/N=C\c1ccnn1C (stereo not given) | -10% | 2% | ? | 7% | 10% | 2% |
| COc1cccc(NC(=O)Cn2c(CCC(=O)O)ccc2-c2ccc(C)cc2)c1 | -11% | 2% | 16% | 6% | ? | -22% |
| CN(CCCNC(=O)c1ccc(/C=N/O)nc1)CCCN(C)Cc1ccccc1 | ? | 6% | 5% | -3% | ? | 11% |
| CCC(C)(C)NC(=O)CN(C(=O)CCC(=O)Nc1cc(C)ccn1)c1ccc2c(c1)OCO2 | ? | -11% | 2% | 8% | / | 9% |
| C=C(C)C(=O)Nc1cccc(C2=NOC3(C2)C[C@@H](C(N)=O)N(C(=O)CC(c2ccccc2)c2ccccc2)C3)c1 (stereo not given in full) | ? | -1% | -20% | -1% | ? | -3% |
| Cn1c(COc2ccc(Cl)cc2)nc2ccccc2c1=O | ? | -3% | -18% | 3% | 48%[activator] | -1% |
| O=C(N=Nc1c(O)n(C2OC(=O)c3ccccc32)c2ccccc12)c1ccco1 (stereo not given) | 6% | / | / | 3% | -3% | 4% |
| COc1ccc(CC(=O)OC(C)C(=O)NC2CCCCC2C)cc1 (stereo not given) | ? | -3% | 13% | / | 20% | -9% |
| Cc1cccc(NC(=O)C(=O)NCC2CCCN2S(=O)(=O)c2ccccc2)c1 (stereo not given) | -7% | -2% | ? | / | -2% | -4% |
| COc1ccc(-c2nn(Cc3ccccc3)cc2C(=O)N2CCN(c3ncccn3)CC2)cc1 | 13µM* | 0% | 5% | / | ? | -8% |
| COc1ccc(CCNc2cc(C)nc3c(-c4ccccc4OC)cnn23)cc1OC | 13µM* | 2% | 13µM* | 4% | ? | -1% |
| CC1CC(C)CN(C(=O)CNS(=O)(=O)c2cccs2)C1 (stereo not given) | 28% | 0% | 13% | -4% | ? | 4% |

Among those listed so far, these contain an aryl methoxy group.
| Molecule | Pf growth 48h | Tb PYK inh | HCV inhibitor | LmPK inhibitor | Pf growth 96h | Sm TGR inh |
| --- | --- | --- | --- | --- | --- | --- |
| COc1cc(CNCc2cccs2)ccc1OCC(=O)NC(C)(C)C | 35% | -6% | ? | -3% | 45%[activator] | -16% |
| CCN(Cc1nc2ccccc2c(=O)[nH]1)Cc1cc(=O)oc2cc(OC)ccc12 | ? | -1% | -15% | -1% | / | -15% |
| COc1ccc(-c2nc(CS(=O)(=O)CC(=O)NCc3ccccc3OC)c(C)o2)cc1 | 25% | 3% | 0% | 4% | -27% | ? |
| COc1ccccc1NC(=O)N(CCCN1CCOCC1)Cc1cc2cc3c(cc2[nH]c1=O)OCO3 | -14% | -12% | 7% | -4% | 8.3µM* | 4% |
| COc1cccc(OCc2nc3ccccc3[nH]2)c1 | / | -2% | -5% | -12% | ? | -10% |
| COc1ccc(-c2ccc(S(=O)(=O)N3CCCC3)cc2)cc1 | -19% | 1% | ? | -1% | -5% | -16% |
| COc1ccccc1N(CC(=O)NCc1ccc(F)cc1)C(=O)CCC(=O)Nc1ccccn1 | -19% | -2% | 5% | -1% | 52%[activator] | 0% |
| COc1cccc(NC(=O)Cn2c(CCC(=O)O)ccc2-c2ccc(C)cc2)c1 | -11% | 2% | 16% | 6% | ? | -22% |
| COc1ccc(CC(=O)OC(C)C(=O)NC2CCCCC2C)cc1 (stereo not given) | ? | -3% | 13% | / | 20% | -9% |
| COc1ccc(-c2nn(Cc3ccccc3)cc2C(=O)N2CCN(c3ncccn3)CC2)cc1 | 13µM* | 0% | 5% | / | ? | -8% |
| COc1ccc(CCNc2cc(C)nc3c(-c4ccccc4OC)cnn23)cc1OC | 13µM* | 2% | 13µM* | 4% | ? | -1% |
